ARFGAP1 inh: inhibitors of rat ARFGAP1 | inhibition, % at 16.5 µM | Arfgap1-stimulated ARF1 GTP hydrolysis, GDP FP detection | 360,000 tested, 0.26% active;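 active = inhibition above a per-plate limit, mean inhibition of low control wells plus 3 SD, cut at about 25% in these data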;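 note: 0% = DMSO wells with enzyme and 100% = wells lacking Arfgap1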
Target sequence (Q62848 1-136 limits assumed): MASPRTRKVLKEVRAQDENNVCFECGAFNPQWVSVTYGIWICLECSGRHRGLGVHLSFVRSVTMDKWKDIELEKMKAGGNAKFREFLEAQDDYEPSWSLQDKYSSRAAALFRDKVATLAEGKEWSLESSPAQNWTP
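Replicates: Single well per compound | Assay system: Truncated rat Arfgap1 GAP domain | Control set: No-Arfgap1 wells (100%) versus DMSO full-reaction wells (0%) | Times: Enzyme reaction 120 min at 25 °C after 20 min preincubation | Reagent: Human ARF1(Δ1-17)-GTP substrate | Measured by: Tracer-displacement fluorescence polarization with EDTA stop, 620/688 nm | Measure: Percent inhibition of Arfgap1-stimulated GTP hydrolysis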
FXN GAA850 act: frataxin GAA850 promoter activation. 360,000 tested, 0.56% active. activation, % at 6 µM. HEK293 lucGAA850 FXN promoter luciferase reporter, 24 h; percent of 10 µM SAHA response;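 active = activation above the average of all compounds screened plus 3 SD, cutoff fixed separately per campaign, cut at about 7.5% in these data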;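 note: 0% = DMSO wells and 100% = 10 µM SAHA wells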
DDE Tn6 FP inh: DD(E)-Tn6 binding inhibition, primary FP screen; Fibrin DD(E) TRITC-Tn6 fluorescence polarization displacement; inhibition, % at 8.3 µM; 370,000 tested, 0.21% active;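 active = inhibition above a per-campaign cutoff: mean of compounds within control limits plus 3 SD, cut at about 15% in these data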;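 note: 0% = median of all compound wells on the plate and 100% = blocking peptide control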
HGIII-sPLA2 inh: Inhibits HGIII-sPLA2 liposome hydrolysis, primary screen | 370,000 tested, 0.56% active | inhibition, % at 12.2 µM | Q9NZ20 | QFRET BODIPY PC-A2 liposome hydrolysis, fluorescence;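 active = inhibition above mean plus 3 SD of compounds lying within the high and low control bounds, cut at about 19% in these data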;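 note: 0% = median of test compound wells and 100% = no enzyme DMSO wells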
Target sequence (Q9NZ20 whole entry, looked up): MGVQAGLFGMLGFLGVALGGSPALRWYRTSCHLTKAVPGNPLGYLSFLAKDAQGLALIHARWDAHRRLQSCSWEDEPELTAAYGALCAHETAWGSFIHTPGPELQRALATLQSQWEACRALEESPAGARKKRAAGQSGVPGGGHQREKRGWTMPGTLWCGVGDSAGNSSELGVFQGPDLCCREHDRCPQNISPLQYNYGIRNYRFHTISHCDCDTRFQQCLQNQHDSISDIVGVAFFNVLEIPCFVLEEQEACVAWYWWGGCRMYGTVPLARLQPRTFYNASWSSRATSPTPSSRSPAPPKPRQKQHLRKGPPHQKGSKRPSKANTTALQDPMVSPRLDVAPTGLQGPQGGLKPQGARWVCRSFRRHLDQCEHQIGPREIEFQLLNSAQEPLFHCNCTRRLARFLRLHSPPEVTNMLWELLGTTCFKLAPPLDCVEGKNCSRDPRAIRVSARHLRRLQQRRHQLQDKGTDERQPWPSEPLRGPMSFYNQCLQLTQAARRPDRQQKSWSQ
ADAM10 inh: ADAM10 inhibition, QFRET primary screen; recombinant ADAM10, EDANS/DABCYL FRET peptide cleavage, 3 h; O14672; AID 720582; inhibition, % at 7 µM; 370,000 tested, 0.62% active;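 active = inhibition above a per-campaign cutoff equal to the mean of compounds falling between control-based bounds plus 3 SD, cut at about 20% in these data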;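 note: 0% = DMSO wells while the 100% control is not disclosed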
ASAP1 inh: inhibitors of human ASAP1 ArfGAP activity | Q9ULH1 | ASAP1-stimulated ARF1 GTP hydrolysis, GDP FP detection | inhibition, % at 16.5 µM | 360,000 tested, 0.19% active | AID 624377; in the data active = inhibition above about 25%;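 note: 0% = vehicle with enzyme and substrate and 100% = no enzyme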
Target sequence (Q9ULH1 325-724 limits assumed): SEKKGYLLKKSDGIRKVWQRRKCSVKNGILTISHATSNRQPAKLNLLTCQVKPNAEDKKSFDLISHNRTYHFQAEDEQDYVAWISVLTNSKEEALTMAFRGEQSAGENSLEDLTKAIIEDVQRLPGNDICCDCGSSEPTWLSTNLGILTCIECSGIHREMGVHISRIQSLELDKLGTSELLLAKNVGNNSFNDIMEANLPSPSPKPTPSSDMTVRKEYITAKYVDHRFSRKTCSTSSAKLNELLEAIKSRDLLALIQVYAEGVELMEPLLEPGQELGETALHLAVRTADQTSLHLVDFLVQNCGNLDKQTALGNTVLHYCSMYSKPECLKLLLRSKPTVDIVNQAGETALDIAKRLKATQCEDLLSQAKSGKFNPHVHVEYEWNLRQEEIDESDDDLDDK
NPR1 activator: GC-A (human) enzyme activation; P16066; HEK293 GC-A cells, cGMP TR-FRET, EC30 ANP; 0% at EC30 ANP, 100% saturating ANP; activation, % at 10 µM; 370,000 tested, 0.14% active; in the data active = activation above about 40%
GC-B act: GC-B (human) receptor activation; P20594; HEK293-GC-B cells, CNP EC30, cGMP TR-FRET; 0% at EC30 CNP, 100% saturating CNP; activation, % at 10 µM; 370,000 tested, 0.11% active; AID 1920062;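 active = activation at 10 µM reaching about 35% in either raw or pattern-adjusted values, limit read from the data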
rCAG binder: binds r(CAG) RNA repeats; r(CAG) RNA repeat, TO-PRO-1 dye displacement fluorescence; inhibition, % at 3 µM; 370,000 tested, 1.3% active; AID 651821;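 active = inhibition above the plate cutoff, the mean of all test compounds on that plate plus 3 SD, cut at about 35% in these data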;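 note: 0% = DMSO alone and 100% = 100 µM mitoxantrone as full dye displacement; higher means more dye released from RNA so lower well fluorescence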
KLK7 zymogen act: activates the human kallikrein-7 zymogen | P49862 | 370,000 tested, 0.9% active | activation, % at 7 µM | purified proKLK7, EDANS-DABCYL substrate fluorescence; 100% is mature enzyme control, 0% vehicle | AID 652039;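 active = activation above the mean of all tested compounds plus 3 SD, computed per campaign excluding outliers beyond control limits, cut at about 13% in these data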
The depositor's hits bear a star; x = no result given; & = joins results of further samples.

SMILES	ARFGAP1 inh	FXN GAA850 act	DDE Tn6 FP inh	HGIII-sPLA2 inh	ADAM10 inh	ASAP1 inh	NPR1 activator	GC-B act	rCAG binder	KLK7 zymogen act
CCN(CC)C(=O)Oc1ccc(Br)c2ccccc12	9	1.9	7	-4	-1	-18	-5	-2	-7	0.1
COc1ccc(OC)c(/C=C/C(=O)N2CCCc3ccccc32)c1	-9	4.3	3	-8	0	0	-5	1	-7	1.1
COc1cc(CCC(=O)OCC(=O)Nc2ccc(Br)cc2F)cc(OC)c1OC	-3	-0.5	7	-11	-3	2	-3	0	-4	0.0
O=C(NCc1ccc(Cl)s1)C1CCC(=O)N(CCc2cccc(F)c2)C1 (configuration not stated)	7	-0.2	0	-1	-5	6	-1	-4	-6	-0.3
CCOc1ccccc1NC(=O)COC(=O)c1cc[n+]([O-])cc1	-14	1.4	1	-4	-4	-23	-3	-4	4	-0.4
O=C(CN1CCc2ccccc2C1)Nc1ccc(F)cc1	4	-0.1	-1	4	-10	-9	1	-1	-4	-0.7
c1cncc(-c2ccc3ncnc(NCc4cccs4)c3c2)c1	-8	2.7	5	3	-11	-8	8	8	3	0.0
Cc1ccc(C2CCC3(CCC(=O)N3CCOC(=O)Nc3ccc(Br)cc3)CC2)cc1 (configuration not stated)	x	x	-9&-1	4&0	1&-5	x	2&-10	6&-19	6&5	0.7&0.9
Cc1cc(C)c2c(c1)OC(=O)CC2c1ccccc1C (configuration not stated)	6	1.1	5	-2	2	-17	0	2	4	-0.2
Cc1ccc(NC(=S)NCCc2ccccc2)nc1	-4	7.2	-6	-4	-15	-9	10	7	-8	0.6
O=C1CSC(=S)N1N=Cc1c(F)cccc1Cl	-7	-0.2	6	-1	-8	-15	-6	3	10	-0.3
COc1cc2c(cc1NC(=O)CSCC(=O)O)oc1ccccc12	1	1.0	3	-7	2	6	2	-3	13	-0.2
CCCCc1ccc(NC(=O)C2CCN(S(C)(=O)=O)CC2)cc1	-10	-0.8	-5	-11	1	-4	4	1	-3	0.0
CC(=O)N1c2ccc(S(=O)(=O)N(C)CC(=O)NC(C)c3ccccc3)cc2CC1C (configuration not stated)	-8	2.5	-7	4	-5	-7	1	0	-4	0.6
Cc1ccccc1OCC(=O)NC(=S)Nc1ccc(N2CCCC2)cc1	-3	0.7	-6	6	5	-3	4	3	3	-0.2
CC(=O)c1sc2c(c1OC(=O)c1ccc(Cl)cc1)c(=O)n(-c1ccccc1)c(=S)n2-c1ccccc1	4	-1.0	6	-7	1	-12	-1	-4	6	-1.2
Cc1ccc(-c2ccc(/C=C3\C(=O)ON=C3c3ccccc3)o2)c([N+](=O)[O-])c1	-6	1.9	-7	1	5	-12	15	8	10	0.0
CC(C)(C)c1nc(SCC(=O)Nc2ccc(N3CCOCC3)cc2)c2ccccc2n1	6	0.4	-8	6	3	5	-4	0	-3	-1.6
CC1C2CC(C(S(=O)(=O)N3CCOCC3)C2=O)C1(C)C (configuration not stated)	-10	-0.5	5	-2	-1	-2	0	-1	-3	0.1
Cc1cccc(-c2cc3nc4c(c(N5CCCC(O)C5)n3n2)CCC4)c1 (configuration not stated)	14	-1.4	-4	-6	-28	0	3	-2	-2	-1.8
CCOc1ccc(NC(=O)NC(=O)N(C(C)C)S(C)(=O)=O)cc1	12	1.3	0	0	0	17	-1	-2	10	0.6
CCN(CC)C1=CC(=O)OC12CCCCC2	-4	-3.4	-1	1	0	4	1	0	-2	-0.6
CCOC(=O)[C@]12CCC=C1N(Cc1ccc(Cl)cc1Cl)C(=O)[C@H](CC(=O)NCc1cccc(C(F)(F)F)c1)C2	-14	x	-2	-19	12	-2	-3	1	11	-0.7
CN1CCc2nc(SCCOc3ccccc3)c(C#N)cc2C1	-6	4.9	0	-4	-97	17	3	-14	5	-3.3
O=C(Cn1cnc2c(OCc3ccccc3)ncnc21)NCCCN1CCCC1=O	0	1.4	-1	3	-2	-3	1	4	0	0.2
CN(C)CC1CCC/C(=C\c2ccc(OC(=O)c3ccc(Cl)cc3)cc2)C1=O (configuration not stated)	-5	-4.0	10	-5	-15	-10	40*	4	8	1.1
Cc1cccc(OC(C)C(=O)Nc2ccccc2C(=O)N2CCCCC2)c1 (configuration not stated)	-11	-1.5	0	1	-3	-2	2	2	-4	-0.6
O=C(CN1C(=O)NC2(CCCCCCC2)C1=O)Nc1cccc(Br)c1	-3	0.6	-1	-5	9	10	-2	1	3	-0.3
O=C(CNC(=S)N(Cc1ccccc1)Cc1cccnc1)N1CCOCC1	-13	-0.1	2	3	0	0	-4	6	-10	0.1
O=C(Nc1ccccc1)C1Cc2c(-c3ccco3)ccnc2O1 (configuration not stated)	9	-3.8	-9	5	1	-6	-1	0	5	0.4
CCOC(=O)N1CCN(CCC(=O)Nc2cc(OC)cc(OC)c2)CC1	-13	0.4	9	-1	-7	4	1	0	-3	0.5
O=S1(=O)C=CC(c2ccccc2)C1 (configuration not stated)	-3	-0.8	-9	1	-1	-5	6	4	0	-0.1
COc1cc(/C=C(\C#N)C(=O)c2c[nH]c3ccccc23)cc(OC)c1O	-4	-0.6	-4	-15	-15	9	-10	-6	17	-0.5
COc1ccc(C(=O)C2CCCN(C(=O)COc3ccc(C(C)=O)cc3)C2)cc1F (configuration not stated)	6	-0.6	4	0	-3	3	0	-7	-6	0.8
COc1ccc(/C=C(/C(=O)Nc2ccccc2C(=O)NC(C)C)c2ccccc2)cc1	14	1.4	0	-8	20*	1	-3	4	-1	-0.7
S=c1[nH]cc(-c2ccccc2)n1-c1ccccc1Cl	-2	2.7	4	10	11	-20	-4	-5	3	-0.2
Cc1ccc(OCCCC(=O)NC2CCCCC2)cc1	-7	0.0	-9	-6	-1	-13	8	-2	-4	0.1
CC1CCCN(C2(O)C(=O)Nc3ccc(Cl)cc32)C1 (configuration not stated)	8	2.2	-7	-4	8	14	-2	2	-5	0.1
COC[C@@H]1CCCN1c1cccc2c1S(=O)(=O)N1CC[C@H](C1)O2	x	x	1	8	-6	x	1	5	0	0.1
Cc1ccccc1OCc1nc(-c2ccccc2)no1	-12	6.4	-2	7	0	-11	2	-7	-2	0.0
CNc1nc(N)c([N+](=O)[O-])c(NCC2CCCO2)n1 (configuration not stated)	-3	2.7	5	5	10	-4	9	0	0	0.0
O=C(Nc1ccccc1N1CCOCC1)C1=NN(c2ccccc2)C(=O)CC1	11	0.5	-2	-5	-4	-2	-1	-2	-2	-1.0
COc1ccc(CC(=O)Nc2ccc(/C(C)=N/NC(=O)c3cccc([N+](=O)[O-])c3)cc2)cc1	-3	1.6	-2	-5	8	10	-23	-5	3	-0.3
CCCCCN1CCCCC(NC(=O)c2cc(OC)c(OC)c(OC)c2)C1=O (configuration not stated)	x	x	-2	8	-2	x	1	-2	-1	-0.3
Cc1cc(CNC(=O)COc2cc(F)ccc2[N+](=O)[O-])c2ccccc2n1	5	0.8	-7	2	6	-8	0	-6	-1	0.4
COc1ccc(C2=NOC(Cn3c(Cc4ccc(Cl)cc4)nc4c3c(=O)n(C)c(=O)n4C)C2)cc1 (configuration not stated)	2	0.1	-4	-4	-1	-15	7	-2	4	-0.1
CC(=O)Nc1cccc(-c2ccnc3c2CC(C)(C(=O)Nc2ccc(Cl)c(C(F)(F)F)c2)O3)c1 (configuration not stated)	14	-3.4	-1	-5	2	14	-12	-1	3	0.0
Cn1c(N2CCCC2)nc2c1c(=O)n(Cc1ccc(F)cc1)c(=O)n2C	-10	0.1	-5	3	-9	-8	4	7	-6	0.1
COc1ccc(CCNC(=O)C2CC(O)CN2S(=O)(=O)c2ccc(Cl)cc2)cc1OC (configuration not stated)	-6	0.0	1	5	-14	-1	-1	4	5	-0.2
Cc1nc2c(C(=O)NCc3ccccc3)c[nH]n2c(=O)c1Cl	-7	0.5	-8	-38	-19	-4	0	5	41*	0.5
O=C(NNC(=S)Nc1ccc(Cl)cc1Cl)C1CC1	-1	3.4	-3	18	18	4	-2	-6	5	0.1
COc1ccc(CNc2cccnc2Cl)cc1	-7	x	3	4	-14	1	3	1	0	-0.8
CN(CC(=O)Nc1cccc(F)c1)CC(=O)Nc1cc(S(=O)(=O)N2CCOCC2)ccc1Cl	4	0.4	-3	-5	0	-10	-2	4	4	0.3
CC1(C(=O)NS(=O)(=O)c2ccc(C#N)cc2)CCN1C(=O)Cc1ccsc1 (configuration not stated)	3	2.3	6	2	-4	-5	3	1	3	0.1
NC(N)=N/N=C/c1ccccc1Cl	14	2.0	-4	17	-2	4	-15	-9	-3	-0.6
C=CCCC(=O)N1C[C@H]2CCN(C)[C@H]2C[C@H]1c1ccc(Br)cc1	-1	x	-2	1	1	-16	-20	-11	6	-0.3
COCCCNC(=O)Cn1nnc(-c2ccccc2NC(=O)c2ccccc2F)n1	12	-1.9	-6	-2	-2	5	-2	-1	-5	0.0
Cc1ccc2c(c1)N(Cc1ccncc1)C(=O)C(C)O2 (configuration not stated)	14	-2.6	1	4	-2	7	0	3	-4	0.1
Nc1nc(-c2ccc3c(c2)OCCO3)cs1	-8	5.7	-4	-10	-1	3	14	-1	5	-0.2
COc1ccc(-c2[nH]ncc2CN2CCCC(C(=O)c3cccc(OC)c3)C2)cc1 (configuration not stated)	-5	3.2	5	-12	4	-8	-7	-7	-4	0.0

More results
SMILES	ARFGAP1 inh	FXN GAA850 act	DDE Tn6 FP inh	HGIII-sPLA2 inh	ADAM10 inh	ASAP1 inh	NPR1 activator	GC-B act	rCAG binder	KLK7 zymogen act
CC(=O)C(=Cc1ccc(-c2ccccc2)cc1)C(=O)c1ccccc1	3	x	4	0	4	7	1	5	3	0.0
CCOc1cccc2cc(-c3nnc(NCc4ccco4)s3)c(=O)oc12	-2	3.5	0	-6	-71	0	21	-1	15	-18
CCc1c(C)nc2ncnn2c1N1CCC(C(=O)Nc2ccccc2)CC1	0	-2.4	-4	3	2	-6	-2	-3	-1	0.1
COc1ccc(C)cc1NC(=O)CSc1ccc(-c2sc(C)nc2C)nn1	5	3.8	-4	1	2	-18	4	6	-2	-0.9
COc1ccc(CN(C)C(=O)c2ccc3c(=O)n4c(nc3c2)CCC4)c(OC)c1	-4	3.1	-2	-8	-19	6	0	3	-3	0.2

Three successive entries out of the list so far, for reference:
SMILES	ARFGAP1 inh	FXN GAA850 act	DDE Tn6 FP inh	HGIII-sPLA2 inh	ADAM10 inh	ASAP1 inh	NPR1 activator	GC-B act	rCAG binder	KLK7 zymogen act
CC(=O)C(=Cc1ccc(-c2ccccc2)cc1)C(=O)c1ccccc1	3	x	4	0	4	7	1	5	3	0.0
CCOc1cccc2cc(-c3nnc(NCc4ccco4)s3)c(=O)oc12	-2	3.5	0	-6	-71	0	21	-1	15	-18
CCc1c(C)nc2ncnn2c1N1CCC(C(=O)Nc2ccccc2)CC1	0	-2.4	-4	3	2	-6	-2	-3	-1	0.1
